PGC1a acetyl inh: inhibitors of PGC1a acetylation signal, primary screen, cell-based, U2OS, AlphaScreen, inhibitor mode. AlphaScreen anti-acetyl-lysine; with virally co-expressed GCN5 acetyltransferase. inhibition, % at 15.6 µM. 350,000 tested, 0.17% active. AID 651687, 2012;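 active = every replicate shows inhibition of at least 40%; inconclusive = mean inhibition at least 40% but some replicate below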;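 note: 0% = neutral control wells and 100% = positive control wells; some results beyond the cut were filed as inactive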
PglD inh: C. jejuni PglD acetyltransferase inhibitors, primary screen, biochemical, DTNB colorimetric, single point. AID 602405, 2012. purified PglD enzyme, DTNB colorimetric CoA detection. 360,000 tested, 0.098% active. inhibition, % at 12.5 µM. UDP-N-acetylbacillosamine N-acetyltransferase PglD (Campylobacter jejuni); in the data active = inhibition above about 16%, passing the limit was not always enough; inconclusive = no clear call, values can overlap the other calls; note: strong numbers were not always called active
FN deposit inh: inhibitors of fibronectin matrix deposition, primary screen, AH1F cells, Alexa488-fibronectin fluorescence, plate reader; AH1F fibroblasts, overnight; inhibition, % at 12.6 µM; 350,000 tested, 0.086% active; AID 743247, 2014;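 active = mean inhibition across replicates of 30% or more, regardless of how many single replicates reach that level; inconclusive = mean under 30% yet at least half of replicates reach 30%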;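 note: positive control wells lacked labelled fibronectin entirely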
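Material: AH1F fibroblasts assembling fluorescent fibronectin matrix; amount: 10000 AH1F cells/well; medium: DMEM, 2% serum; reagent: Alexa488-fibronectin, 24 nM final in well; dosing: single compound dose, delivered by pin transfer; incubation: 1 h adhesion, overnight exposure; detection: fluorescence after three HBSS washes, excitation 485 nm, emission 525 nm; measure: fibronectin deposition inhibition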
Active calls of the source: *; ? = inconclusive.

Values run as follows: FN deposit inh | PGC1a acetyl inh | PglD inh
> O=C(O)CSc1nnc(-c2ccncc2)n1C1CCCCC1
→ -1 | 0 | -5
> COc1ccc(NC(=O)c2ccc(OC)cc2)cc1
→ -6 | 9 | 7
> O=C(CN1CCC(n2nnc3cc(C(F)(F)F)ccc32)CC1)NCc1cccs1
→ 7 | -14 | -1
> CCc1c(C(=O)N/N=C/c2ccc(C)o2)csc1C
→ -10 | 5 | -5
> CN(C)c1ccc(C(=O)n2nnc3ccccc32)cc1
→ -7 | -3 | 1
> Cc1ccc(C2=N/C(=C\N(C)C)C(=O)O2)cc1
→ 3 | -19 | 2
> CCCCOC(=O)Nc1nnc(CCOCC)s1
→ -13 | 2 | -9
> CCN(CC)S(=O)(=O)c1cccc(-c2nnc(C(=O)c3ccc(C(F)(F)F)cc3)o2)c1
→ -8 | 8 | 1
> CC(=O)c1cnc2cc(-c3ccc(C)cc3)nn2c1C
→ 4 | -4 | 3
> Cn1c(CNC(=O)c2ccc(Cl)c(Cl)c2)nnc1SCC(=O)Nc1sc2c(c1C#N)CCCC2
→ 3 | -9 | 2
> CCOC(=O)c1c(C)[nH]c(C(=O)COC(=O)c2ccccc2NC(=O)c2ccco2)c1C
→ -5 | -1 | -3
> COc1ccc2[nH]c(=O)c(CN(Cc3cccnc3)C(=O)Nc3ccccc3)cc2c1
→ 13 | -19 | 1
> CCN(CC)S(=O)(=O)c1ccc(-c2nnc(SCC(=O)c3ccc(OC)cc3)o2)cc1
→ 4 | 14 | 3
> COc1ccc(N(CC(=O)O)S(C)(=O)=O)cc1OC
→ 1 | -10 | 2
> CCN(CC)S(=O)(=O)c1cccc(C(=O)OCC(=O)Nc2ccccc2OC(F)F)c1
→ -2 | -10 | 2
> CC1(C)Cc2c(C#N)c(SCCOc3ccccc3)nc(N3CCOCC3)c2CO1
→ -7 | -5 | 3
> Cc1cc2c(cc1C)C(=O)NC(C)(C)C2
→ -3 | 18 | -5
> Cc1ccc(S(=O)(=O)NCC(=O)N(CC(=O)NC(C)(C)C)Cc2cccs2)cc1
→ 0 | 3 | -1
> Cn1c(CN2CCCC2)nc2cc(NC(=O)C3CCCCC3)ccc21
→ -3 | 5 | -1
> c1ccc(Cn2nnnc2CN2CCN(c3ncccn3)CC2)cc1
→ 12 | 10 | 0
> CCc1ccc(C(=O)CSc2ncn[nH]2)cc1
→ 0 | -18 | -9
> CC(=O)Nc1ccc(S(=O)(=O)NCCc2ccccc2)cc1
→ -7 | 6 | 5
> Nc1cc(-c2ccco2)no1
→ 9 | -4 | -11
> CC(C)Sc1nc(-c2ccccc2)cc(=O)[nH]1
→ 4 | -2 | -5
> COc1ccc(-c2nc(CN3CCCC(C(=O)NC4CCCC4)C3)c(C)o2)cc1 (configuration not stated)
→ 1 | 1 | 1
> CCOC(=O)CSc1nnc(CNC(=O)c2ccc(S(=O)(=O)N3CCCCC3)cc2)n1C
→ -7 | 3 | 3
> COC(=O)CN1CCN(C(c2ccccc2)c2ccccc2)CC1
→ 1 | 1 | -4
> CN(C)c1nc(SCCOC(=O)COc2ccc(Cl)cc2Cl)nc(N(C)C)n1
→ -3 | ? | 0
> Cc1ccc(OCC(=O)NCCN2CCCC2)cc1
→ -2 | 3 | -3
> COc1ccc(CNC(=O)C(c2ccc(C)cc2)N(Cc2cccs2)C(=O)c2ccc3c(c2)OCCO3)cc1 (configuration not stated)
→ -8 | 2 | 6
> C/C(=N\NC(=O)Cc1ccc(Cl)cc1)c1ccccn1
→ -9 | 11 | -9
> Cc1cc(-n2c(=O)c(C#N)cc3c(=O)n4cccc(C)c4nc32)no1
→ 2 | 14 | -6
> O=C(/C=C/Nc1cccc([N+](=O)[O-])c1)c1cccs1
→ -2 | 10 | -11
> CN1C=CC=C/C1=C1\SC(=S)N(C2CCCCC2)C1=O
→ -4 | 1 | -3
> O=C(Nc1cc(C(F)(F)F)ccc1N1CCCC1)c1ccc2c(c1)OCO2
→ -2 | 13 | 1
> O=C1c2ccccc2C2NC(=O)C3(CCCCC3)N12 (configuration not stated)
→ -3 | 0 | -2
> COc1ccc(C2N=C(N)N=C(N)N2c2ccccc2OC)cc1OC (configuration not stated)
→ -5 | 8 | -3
> Cc1nc2ccc(N)cc2c(=O)n1Cc1ccc(Cl)cc1
→ -8 | 5 | -6
> Clc1ccccc1CSc1nnc(-c2ccccn2)n1Cc1ccco1
→ -5 | -14 | -6
> CC(=O)Nc1cccc(N(C)S(C)(=O)=O)c1
→ 6 | -8 | 4
> Cc1ccc(-n2nnc3c(=O)n(Cc4cc(C)ccc4C)cnc32)cc1
→ 4 | -4 | 0
> COc1ccc2cc3cc(C(=O)NCC4CCCO4)oc3nc2c1 (configuration not stated)
→ 4 | -3 | 4
> CC1CCN(c2c([N+](=O)[O-])c(=O)n(-c3ccccc3)c3ccccc23)CC1
→ 27 | -7 | 1
> Nc1c(C(=O)c2ccccc2)sc(Nc2ccccc2)c1S(=O)(=O)c1ccccc1
→ 9 | -28 | -13
> Cc1ccc(NC(=O)C2CCCN2C(=O)NC2CCCCC2)c(C)c1 (configuration not stated)
→ -18 | -6 | -1
> Cc1cc(Nc2ncc(Cl)cc2Cl)n[nH]1
→ -21 | -1 | 2
> O=c1c(-c2ccco2)[n+]([O-])c2ccccc2n1OCc1ccccc1
→ -1 | 2 | 5
> Cc1sc2ncnc(NCCCn3ccnc3)c2c1C
→ 11 | 2 | 2
> Clc1ccc(/C=N/c2c(-c3ccco3)nc3ccccn23)cc1
→ 5 | -5 | 4
> COc1ccc(OC)c(C(O)c2nc3ccccc3n2C(C)C)c1 (configuration not stated)
→ 1 | 3 | 1
> CN(C)S(=O)(=O)c1cccc(CSc2cccc[n+]2[O-])c1
→ 6 | 4 | 1
> Cc1ccc(SCC(=O)Nc2ccc(N3CCN(c4ccccc4)CC3)c(F)c2)cc1
→ -25 | -16 | -3
> O=C(Nc1ccc(Br)cc1)c1cccn1-c1ncc(C(F)(F)F)cc1Cl
→ 0 | 0 | -2
> CCOc1cc2[nH]c(=S)n(CCN3CCCCC3C)c(=O)c2cc1OCC (configuration not stated)
→ -4 | -5 | 2
> Cc1nc2ncnn2c(C)c1CCC(=O)NCCCN1CCN(c2cccc(Cl)c2)CC1
→ 12 | 3 | 5
> O=c1onc(-c2cccs2)n1Cc1ccccc1
→ 5 | -4 | -10
> CCSc1nc(O)c(Cc2ccccc2)c(=O)[nH]1
→ -7 | 3 | -4
> Clc1ccccc1OCc1nc(-c2ccncc2)no1
→ -29 | 10 | 0
> CCCNC(=O)c1cc(-c2ccc(OC)cc2)on1
→ -16 | 0 | -8
> CC(C)c1ccc(NC(=S)NCc2cccs2)cc1
→ 3 | -8 | -1

Next section:
Values run as follows: FN deposit inh | PGC1a acetyl inh | PglD inh
> CCCCNC(=O)Nc1ccccc1C(=O)NCc1ccco1
→ 0 | 0 | -3
> Cc1nc(C(=O)Nc2ccc(F)cc2)nn1-c1ccc([N+](=O)[O-])cc1
→ 4 | 4 | -6
> O=C1NC2(CCCCC2)N=C1c1ccccc1
→ 9 | -3 | 5
> Cc1nn(C(C)C(=O)NCc2ccccc2Cl)c(=O)c2c1sc1ccccc12 (configuration not stated)
→ -35 | -2 | -2
> O=C(CSc1nnc(-c2ccccc2)n1Cc1ccccc1)N1CCOCC1
→ -16 | 10 | 12
> COc1ccc(NC(=O)CSc2ncccc2C(=O)OC(C)C)cc1OC
→ 3 | -1 | 0
> CCCCCc1nc(-c2nonc2N)no1
→ 1 | 3 | 2
> Cc1[nH]c2ccccc2c1C(=O)CSc1ncn[nH]1
→ -23 | -12 | -3
> CCOC(=O)C1CCN(c2nc3cc(OC)ccc3cc2C#N)CC1
→ -7 | -9 | 2
> COC(=O)C(NC(C)=O)(Nc1ccccn1)C(F)(F)F (configuration not stated)
→ 5 | 4 | 8
> CC(=O)N(NC(=O)c1ccccc1Cl)C1CC(=O)N(c2ccc(C)cc2)C1=O (configuration not stated)
→ -5 | -3 | 1
> O=c1c2ccccc2sn1-c1cc(S(=O)(=O)N2CCOCC2)ccc1N1CCCC1
→ -1 | 5 | -1
> CC(=O)N1CCN(CCN=CC2=C(O)CC(c3ccc(Cl)cc3)CC2=O)CC1 (configuration not stated)
→ 20 | 3 | -3
> O=C(Cn1nc(-c2ccccc2)ccc1=O)NCCN1CCN(c2cccc(Cl)c2)CC1
→ 9 | 6 | 1
> Cc1cc(C)c2c(N)c(C(=O)N3CCCCCC3)sc2n1
→ 9 | -4 | -1
> COc1ccc(C(c2nnnn2Cc2cccs2)N2CCN(c3ccccc3F)CC2)cc1 (configuration not stated)
→ 21 | -20 | -1
> N#CC1=C(N)C(C#N)(C#N)C2(C(=O)Nc3ccccc32)C2CCCC=C12 (configuration not stated)
→ -13 | -5 | -4
> Cc1c(C(=O)NCC2CCCO2)oc2ccc(S(=O)(=O)N3CCCC3)cc12 (configuration not stated)
→ -1 | 2 | 3
> COCC(C)NC(C(=O)Nc1ccc(C)c(Cl)c1)c1ccccc1 (configuration not stated)
→ -1 | -3 | -4
> Cc1ccc(C(=O)N/C(=C/c2ccc(-c3cc(C(F)(F)F)ccc3Cl)o2)C(=O)NCc2cccnc2)cc1
→ -1 | 4 | -2
> C=CCn1c(SCC(=O)Nc2c(C)nn(Cc3ccccc3)c2C)nnc1C(O)c1ccccc1 (configuration not stated)
→ 21 | -1 | 1
> Cc1nn(CCCNC(=O)C2CCCO2)cc1Br (configuration not stated)
→ -1 | 3 | 1
> O=C(OC(C(=O)NCc1cccs1)c1ccccn1)c1cccs1 (configuration not stated)
→ -3 | 1 | -3
> Cc1c(C(=O)NCc2ccccn2)sc2nc(-c3ccc(F)cc3)cn12
→ -10 | -1 | -2
> Cc1nn(C(C)(C)C)c(OC(=O)c2ccc(Br)o2)c1Sc1ccccc1
→ -1 | -13 | 0
> O=C(Nc1ccc(NC(=O)C23CC4CC(CC(C4)C2)C3)cn1)c1ccco1
→ 3 | 5 | 3
> Nc1ccc(C23CC4CC(CC(CO)(C4)C2)C3)cc1
→ -11 | -16 | -1
> COc1ccc(-c2csc(N3CCC(c4ccccc4)C3)n2)cc1 (configuration not stated)
→ 4 | 12 | -7
> COc1cc(NC(=O)CCN2CCN(c3ccccc3F)CC2)cc(OC)c1
→ 5 | -11 | -5

These rows are one share of the data; count on the stated rates, not on these rows.
